From PubChem BioAssay
Tn7 DDE FP = inhibitors of Tn7 peptide binding to human fibrin DD(E) | P02675 | FP displacement of FITC-Tn7 peptide from fibrin DD(E); 0% = median of compound wells per plate | inhibition, % at 8.3 µM | 370,000 tested, 0.13% active;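 active means inhibition above the mean of compounds falling within the control limits plus 3 SD of them, cut at about 14% in these data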;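 further: 0% = plate median of compound wells and 100% = 10 µM Aha-Tn7 peptide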
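Measure: % inhibition scaled between sample-field median and high-control FP; Test system: human fibrin DD(E); Quantity: 2 µM final DD(E) protein; Doses: one dose, 8.3 µM nominal; Schedule: compound with protein 10 min, then 3 h after probe, room temperature; Detection: fluorescence polarization; Medium: Tris buffer with calcium and detergent, pH 7.8.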
SIAE inh = human SIAE inhibition, primary screen | Q9HAT2 | SIAE FP-Rh probe binding, fluorescence polarization | inhibition, % at 9.66 µM | 370,000 tested, 0.69% active | AID 1053197;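 active means inhibition above a cutoff: mean of compounds within the control limits plus 3 SD of those, cut at about 17% in these data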;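 further: 0% = plate median of compound wells and 100% = probe without SIAE protein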
ARFGAP1 inhibitor = inhibitors of rat ARFGAP1; Q62848; Arfgap1-stimulated ARF1 GTP hydrolysis, GDP FP detection; inhibition, % at 16.5 µM; 360,000 tested, 0.26% active;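 active means inhibition above a per-plate limit, mean inhibition of low control wells plus 3 SD, cut at about 25% in these data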;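 further: 0% = DMSO wells with enzyme and 100% = wells lacking Arfgap1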
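System: truncated rat Arfgap1 GAP domain / Medium: HEPES-based buffer, pH 7.5 / Also added: N-terminally truncated human ARF1-GTP substrate / Incubation: enzyme reaction 120 min at 25 °C after 20 min preincubation / Measured by: FP of antibody-bound GDP Alexa 633 tracer, ex 620/em 688 nm / Replicates: singlicate, each compound tested once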
DDE Tn6 FP inh = disrupts Tn6 cyclic peptide binding to fibrin D-Dimer-E complex | P02675 | Fibrin DD(E) TRITC-Tn6 fluorescence polarization displacement | inhibition, % at 8.3 µM | 370,000 tested, 0.21% active | AID 720509;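 active means inhibition above a per-campaign cutoff: mean of compounds within control limits plus 3 SD, cut at about 15% in these data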;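 further: 0% = median of all compound wells on the plate and 100% = blocking peptide control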
ADAM10 inh = ADAM10 inhibition, QFRET primary screen. O14672. recombinant ADAM10, EDANS/DABCYL FRET peptide cleavage, 3 h. inhibition, % at 7 µM. 370,000 tested, 0.62% active;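 active means inhibition above a per-campaign cutoff equal to the mean of compounds falling between control-based bounds plus 3 SD, cut at about 20% in these data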;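 further: 0% = DMSO wells while the 100% control is not disclosed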
PLC-beta3 inh = inhibitors of human phospholipase C beta3; Q01970; Purified PLC-beta3, fluorogenic substrate, fluorescence; AID 720704; 370,000 tested, 0.18% active; inhibition, % at 12.2 µM; in the data active means inhibition above about 11%;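 further: 0% = median of compound wells on plate and 100% = full blocker control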
PLCg1 inh = inhibitors of human phospholipase C gamma1 | 370,000 tested, 0.84% active | purified PLC-gamma1, fluorogenic substrate, fluorescence | P19174 | inhibition, % at 12.2 µM; in the data active means inhibition above about 9.5%
Target sequence (P19174 whole entry, looked up): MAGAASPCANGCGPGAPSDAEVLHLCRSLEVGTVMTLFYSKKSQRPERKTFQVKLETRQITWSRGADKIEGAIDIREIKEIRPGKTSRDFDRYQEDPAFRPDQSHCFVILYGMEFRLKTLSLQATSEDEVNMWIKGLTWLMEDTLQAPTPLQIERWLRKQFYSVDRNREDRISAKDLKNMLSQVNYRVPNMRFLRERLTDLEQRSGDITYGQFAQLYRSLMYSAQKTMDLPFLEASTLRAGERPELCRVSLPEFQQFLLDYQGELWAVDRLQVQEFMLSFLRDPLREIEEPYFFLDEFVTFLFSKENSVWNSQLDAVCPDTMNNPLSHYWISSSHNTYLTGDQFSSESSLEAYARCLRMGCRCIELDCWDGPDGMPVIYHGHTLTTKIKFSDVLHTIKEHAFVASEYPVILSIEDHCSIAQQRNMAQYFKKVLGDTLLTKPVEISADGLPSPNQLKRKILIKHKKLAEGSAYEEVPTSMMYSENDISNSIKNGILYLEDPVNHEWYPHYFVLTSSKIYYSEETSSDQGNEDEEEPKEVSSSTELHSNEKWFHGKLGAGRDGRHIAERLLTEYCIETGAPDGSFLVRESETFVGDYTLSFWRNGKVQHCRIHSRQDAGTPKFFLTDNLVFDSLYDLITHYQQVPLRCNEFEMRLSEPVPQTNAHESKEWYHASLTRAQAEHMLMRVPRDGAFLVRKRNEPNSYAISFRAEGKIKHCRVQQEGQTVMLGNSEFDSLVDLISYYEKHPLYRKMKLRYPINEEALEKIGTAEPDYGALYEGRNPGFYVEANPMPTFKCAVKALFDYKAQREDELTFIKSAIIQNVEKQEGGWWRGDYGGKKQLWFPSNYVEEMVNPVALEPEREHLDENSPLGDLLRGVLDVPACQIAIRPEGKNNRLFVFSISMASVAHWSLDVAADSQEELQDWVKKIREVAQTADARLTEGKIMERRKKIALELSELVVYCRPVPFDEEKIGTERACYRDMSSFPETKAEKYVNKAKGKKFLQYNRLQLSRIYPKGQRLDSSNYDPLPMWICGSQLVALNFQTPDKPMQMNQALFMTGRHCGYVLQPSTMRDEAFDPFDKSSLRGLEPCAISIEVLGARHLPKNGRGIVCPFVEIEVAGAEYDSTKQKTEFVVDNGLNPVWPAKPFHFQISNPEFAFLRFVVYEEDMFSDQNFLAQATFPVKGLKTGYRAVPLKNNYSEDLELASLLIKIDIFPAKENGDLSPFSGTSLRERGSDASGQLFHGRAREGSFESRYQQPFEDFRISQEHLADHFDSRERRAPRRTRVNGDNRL
ASAP1 GAP inh = ASAP1 ArfGAP inhibition; inhibition, % at 16.5 µM; Q9ULH1; 360,000 tested, 0.19% active; AID 624377; ASAP1-stimulated ARF1 GTP hydrolysis, GDP FP detection; in the data active means inhibition above about 25%;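 further: 0% = vehicle with enzyme and substrate and 100% = no enzyme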
TDP2 absorb = blocks human TDP2 phosphodiesterase activity; recombinant TDP2, T5PNP hydrolysis, p-nitrophenol absorbance 415 nm; inhibition, % at 12.8 µM; 370,000 tested, 0.34% active; O95551;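 active means inhibition above the mean of all tested compounds plus 3 SD, set per campaign, cut at about 25% in these data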;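 further: 0% = DMSO with enzyme and 100% = buffer with substrate but no TDP2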
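System – recombinant human TDP2 · Amount – 120 nM TDP2 per well · Buffer or medium – Mg2+-containing Tris-HCl buffer, pH 7.5 · Reagent – T5PNP substrate, 5 mM · Dosing – 12.8 µM single point, 1% DMSO · Incubation – 2 h at 37 °C · Measured by – epi absorbance · Read-out basis – percent inhibition · Benchmarks – high control without enzyme, low control DMSO plus TDP2 · Repeats – singlicate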
ADAM17 inh = ADAM17 inhibition, QFRET primary screen. 370,000 tested, 0.83% active. inhibition, % at 6.95 µM. P78536. AID 720648. recombinant ADAM17, EDANS/DABCYL FRET peptide cleavage;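 active means inhibition above the mean of compounds lying between control limits plus 3 SD, set per campaign, cut at about 8.5% in these data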;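 further: 0% = DMSO-only wells as the low control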
An asterisk follows results filed as active; / = no result given. Rows are unselected (roughly 3.6% active in at least one column).

entry	SMILES	ARFGAP1 inhibitor	ASAP1 GAP inh	SIAE inh	ADAM17 inh	PLC-beta3 inh	ADAM10 inh	PLCg1 inh	TDP2 absorb	DDE Tn6 FP inh	Tn7 DDE FP
1	Cc1cc(CN2CCCC(C(=O)Nc3ccc(-c4nc5ccccc5[nH]4)cc3)C2)n[nH]1 (stereo not drawn)	2	6	-1	-7	-12	-46	-10	-1	-1	-4
2	Nc1ccc(Nc2ccncc2)cc1	12	4	-1	1	3	4	2	5	-10	-2
3	CCS(=O)(=O)c1ccc(NC(=O)c2ccccc2Cl)c(O)c1	3	-4	2	4	-1	3	-2	-8	3	-1
4	CC(=O)C[C@@H](O)CC(=O)[C@H]1OC(=O)CCCCCc2ccccc21	5	-13	10	-2	-1	0	0	2	4	0
5	C[C@H]1CN([C@@H](C)CO)S(=O)(=O)c2ccc(Br)cc2O[C@H]1CN(C)C(=O)c1cccc(F)c1	3	-7	4	2	0	7	1	4	8	6
6	CN(C)c1nc(NS(=O)(=O)c2ccc(Cl)cc2)nc(N(C)C)n1	0	-2	-7	1	2	1	4	-2	-1	0
7	Cc1ccc(C(=O)Nc2ccc(O)c(C(=O)O)c2)o1	1	1	2	-1	-15	-6	-7	-8	-8	-7
8	O=C(Sc1n[nH]c(=O)[nH]c1=O)c1ccccc1	-3	-8	5	1	1	6	-2	12	-3	6

Other entries:
entry	SMILES	ARFGAP1 inhibitor	ASAP1 GAP inh	SIAE inh	ADAM17 inh	PLC-beta3 inh	ADAM10 inh	PLCg1 inh	TDP2 absorb	DDE Tn6 FP inh	Tn7 DDE FP
9	CC(C)C[C@@H]1COc2cc(Br)ccc2S(=O)(=O)N1Cc1cn(Cc2ccccc2)nn1	/	/	3	-5	-3	-11	3	-1	1	-5
10	O=C(Nc1cccc([N+](=O)[O-])c1)C1COc2ccccc2O1 (stereo not drawn)	-1	2	0	-3	2	0	1	-4	-2	5
11	Cc1cc(Br)c2c(c1)C(O)(N1CCCCC1C)C(=O)N2 (stereo not drawn)	-12	-3	0	1	-1	-5	1	5	0	6
12	COc1ccc(-c2cc(C(=O)NN=Cc3ccc(O)c(OC)c3)[nH]n2)cc1	/	/	0	-1	-23	-10	-19	-4	-7	-2
13	CC1CCCCC12NC(=O)N(CC(=O)NCc1ccc3c(c1)OCO3)C2=O (stereo not drawn)	-7	2	0	-9	-1	-2	4	-4	-3	-9
14	COc1ccc2[nH]c3c(=O)n(/N=C/c4ccc(OC)c(CN5CCCC5)c4)c(C)nc3c2c1	4	-2	9	-89	-87	-267	-62	-11	2	0
15	CCCCN(C)C(=O)c1cccc(OC2CCN(CC(C)(C)C)CC2)c1	4	10	-6	-1	0	-3	-1	1	4	-5
16	CC1(C)CC(=O)C=C(NCc2cccs2)C1	7	-7	7	-1	3	-2	1	6	7	6

The final 2 compounds of the section before lead into the next:
entry	SMILES	ARFGAP1 inhibitor	ASAP1 GAP inh	SIAE inh	ADAM17 inh	PLC-beta3 inh	ADAM10 inh	PLCg1 inh	TDP2 absorb	DDE Tn6 FP inh	Tn7 DDE FP
15	CCCCN(C)C(=O)c1cccc(OC2CCN(CC(C)(C)C)CC2)c1	4	10	-6	-1	0	-3	-1	1	4	-5
16	CC1(C)CC(=O)C=C(NCc2cccs2)C1	7	-7	7	-1	3	-2	1	6	7	6
17	O=C(Cc1nnc(NC(=O)c2ccccc2)s1)N/N=C/c1cccc(O)c1	0	5	-42	1	-5	0	-2	0	2	7
18	Cc1ccc2nc(N3CCN(C(=O)c4ccco4)CC3)c3nncn3c2c1	1	-6	6	-3	-12	-4	-4	-11	-4	-2
19	CN1CCc2c1nc1ccccc1c2N=C1CCCN1Cc1ccccc1	-5	5	-1	-15	-3	-43	0	5	-1	5
20	Clc1cccc(-c2ccc(/C=N/n3cnnc3)o2)c1Cl	18	1	-10	-4	-1	-8	1	-3	-1	-6
21	COc1cc(S(=O)(=O)n2cnc3ccccc32)ccc1Br	5	3	5	5	-3	7	2	-4	-10	-8
22	Cn1nc(C(=O)Nc2ccc(Cl)c(S(=O)(=O)N3CCOCC3)c2)c2ccccc2c1=O	-5	-7	-11	1	-4	-5	-4	3	0	1
23	CCOc1ccc(-c2csc(NC(=O)c3cccc(N4C(=O)CCC4=O)c3)n2)cc1	12	12	2	-8	-13	-5	-3	6	1	5
24	Cc1cc(C(=O)C(C(c2ccccc2)N2CCOCC2)N2CCOCC2)ccc1Cl (stereo not drawn)	6	-6	5	-6	-3	-11	0	-2	1	2

Going on with the list:
entry	SMILES	ARFGAP1 inhibitor	ASAP1 GAP inh	SIAE inh	ADAM17 inh	PLC-beta3 inh	ADAM10 inh	PLCg1 inh	TDP2 absorb	DDE Tn6 FP inh	Tn7 DDE FP
25	O=C1OC(Nc2nc(-c3ccc(F)cc3)cs2)c2ccccc21 (stereo not drawn)	0	5	1	1	-3	-4	4	-12	2	-6
26	CCOC(=O)c1c(NC(=O)c2ccc(N3C(=O)[C@@H]4[C@H](C3=O)[C@H]3C=C[C@@H]4C3)cc2)sc2c1CCCC2	0	7	-4	-3	-36	-11	-33	-3	4	7
27	CCN(CC)CCCNC(=O)Cn1cnc2sc(C)c(S(=O)(=O)N3CCC(C)CC3)c2c1=O	2	8	-1	1	-2	8	0	-7	4	4
28	O=C(NNC(=S)NC(=O)c1ccccc1)c1cccc([N+](=O)[O-])c1	1	-4	-1	-3	-2	7	1	-4	6	6
29	CCOC(=O)N/N=C(\C)c1ccc(Oc2ncccn2)cc1	-1	-2	8	-2	3	8	2	-5	-1	3
30	CC1CC2(CCCCC2)Nc2c1ccc1ccccc21 (stereo not drawn)	4	10	9	-35	-33	-122	-25	-2	-2	-2
31	CCOCCCNC(=O)c1cc(=O)n(Cc2cccc(C)c2)c2ccccc12	-15	-9	9	-17	-31	-57	-22	-12	-3	0
32	C/C(=N\NC(=O)Cc1ccc(Br)cc1)c1cccnc1	-7	9	1	-2	-4	-2	0	-6	5	-2

Further results
entry	SMILES	ARFGAP1 inhibitor	ASAP1 GAP inh	SIAE inh	ADAM17 inh	PLC-beta3 inh	ADAM10 inh	PLCg1 inh	TDP2 absorb	DDE Tn6 FP inh	Tn7 DDE FP
33	O=C(Cc1cccc2ccccc12)N/N=C/c1ccc2cccc(O)c2n1	12	2	3	-5	-10	1	-1	-8	3	0
34	COCCN(C(=O)COC(=O)CCOc1ccccc1C)c1c(N)n(Cc2ccccc2)c(=O)[nH]c1=O	-13	-5	2	-3	-1	-1	3	14	1	2
35	Cc1sc2ncnc(N3CCC(C(=O)Nc4ccc(Cl)c(Cl)c4)CC3)c2c1C	5	-2	-38	-7	-50	-35	-30	-11	-1	-2
36	CC(C)(C)CN1CCN(Cc2c[nH]c3ccccc23)CC1CCO (stereo not drawn)	1	-2	3	0	-6	1	-1	-11	0	-3
37	OC(CCN1CCCC1)(c1ccccc1)C1CCCCC1 (stereo not drawn)	3	-3	3	-1	6	-4	2	3	-5	-5
38	O=C(O)c1ccc(/C=N/N2CCN(Cc3ccccc3)CC2)cc1	-8	-6	1	0	3	-4	2	6	0	4
39	N/C(=N\OC(=O)CCCOc1ccccc1)c1ccncc1	0	3	-5	-1	1	5	3	2	-6	2
40	CCN(CC(=O)Nc1c(F)cccc1F)C(=O)C1CCC1	18	7	5	1	-9	-14	-1	2	-2	-2

From entry 35 up to 40, as listed above:
entry	SMILES	ARFGAP1 inhibitor	ASAP1 GAP inh	SIAE inh	ADAM17 inh	PLC-beta3 inh	ADAM10 inh	PLCg1 inh	TDP2 absorb	DDE Tn6 FP inh	Tn7 DDE FP
35	Cc1sc2ncnc(N3CCC(C(=O)Nc4ccc(Cl)c(Cl)c4)CC3)c2c1C	5	-2	-38	-7	-50	-35	-30	-11	-1	-2
36	CC(C)(C)CN1CCN(Cc2c[nH]c3ccccc23)CC1CCO (stereo not drawn)	1	-2	3	0	-6	1	-1	-11	0	-3
37	OC(CCN1CCCC1)(c1ccccc1)C1CCCCC1 (stereo not drawn)	3	-3	3	-1	6	-4	2	3	-5	-5
38	O=C(O)c1ccc(/C=N/N2CCN(Cc3ccccc3)CC2)cc1	-8	-6	1	0	3	-4	2	6	0	4
39	N/C(=N\OC(=O)CCCOc1ccccc1)c1ccncc1	0	3	-5	-1	1	5	3	2	-6	2
40	CCN(CC(=O)Nc1c(F)cccc1F)C(=O)C1CCC1	18	7	5	1	-9	-14	-1	2	-2	-2

(continued)
entry	SMILES	ARFGAP1 inhibitor	ASAP1 GAP inh	SIAE inh	ADAM17 inh	PLC-beta3 inh	ADAM10 inh	PLCg1 inh	TDP2 absorb	DDE Tn6 FP inh	Tn7 DDE FP
41	COc1ccc(CNC(=O)c2sc(=O)n(Cc3ccccc3C)c2C)cc1	12	5	12	1	2	-7	0	4	5	5
42	O=C(COC(=O)CSc1ccc([N+](=O)[O-])cc1)NCCC1=CCCCC1	-6	-10	6	1	-12	-2	-3	-12	-4	4
43	CC(C(=O)Nc1ccc(C#N)cc1)N(C)CC(=O)Nc1cccc(F)c1 (stereo not drawn)	-3	3	-5	0	2	3	1	4	-8	-4
44	CCC(C(=O)Nc1ccc(S(=O)(=O)N2CCN(C)CC2)cc1)c1ccccc1 (stereo not drawn)	-13	-1	-7	2	-2	-9	1	-11	7	-3
45	CCCCC(O)(CCCC)C(=O)N/N=C(\C)c1ccc(Cl)cc1	4	-2	9	-2	-6	7	3	-6	6	4
46	Cc1ccccc1NC(=O)c1cc(S(=O)(=O)c2ccccc2)ccc1Cl	9	3	-7	-3	7	1	0	2	-6	-3
47	CS(=O)(=O)c1ccc2nc(N)sc2c1	7	11	-2	-6	-3	-6	-1	6	7	-6
48	CC1CCCCN1CCn1c(=S)[nH]c2ncccc2c1=O (stereo not drawn)	-4	-6	-4	-16	-10	-49	-5	6	2	-3

Continued.
entry	SMILES	ARFGAP1 inhibitor	ASAP1 GAP inh	SIAE inh	ADAM17 inh	PLC-beta3 inh	ADAM10 inh	PLCg1 inh	TDP2 absorb	DDE Tn6 FP inh	Tn7 DDE FP
49	CCOc1ccc(C(=O)NCC(=O)NC(C)CCc2ccccc2)cc1OCC (stereo not drawn)	10	-8	-9	-2	-11	0	-5	1	-5	3
50	CC(C)Cc1nnc(NC(=O)c2ccncc2)s1	17	2	-2	-1	0	0	1	-1	-7	2
51	CCCC(=O)OC[C@H]1CN(C2CCCC2)S(=O)(=O)c2c(Oc3ccc(F)cc3)cccc2O1	-11	-5	-8	1	6	6	0	-4	0	0
52	Cc1ccc(C(=O)NCC(=O)O)s1	-3	-6	5	4	2	-1	6	-4	8	2
53	CCN(CC)c1nc2c(c(=O)[nH]c(=O)n2C)n1CCCc1ccccc1	14	-7	6	5	-5	2	4	-5	9	-5
54	CC(C)(Oc1ccc(CCNC(=O)c2ccc(Cl)cc2)cc1)C(=O)O	-8	12	5	-2	4	-8	1	0	-2	-7
